LAP4-GFP MLPCN: modulators of LAP4-GFP expression in yeast, primary screen, S. cerevisiae, multiplex flow cytometry, MLPCN library | 3 h; median GFP as percent of DMSO wells | GFP response vs DMSO, % at 10 µM | 320,000 tested, 0.34% active | AID 2023, 2009;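 active = GFP response vs DMSO above a set limit, about the screen mean plus 3 SD, cut at about 150% in these data; inconclusive = under 70 cell events counted for the yeast strain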
Yeast superoxide: reduction of superoxide in aged yeast, primary screen, HTS | S. cerevisiae aged cells, superoxide DHE fluorescence; active compounds read low | superoxide response (% of plate mean), % at 10 µM | 330,000 tested, 0.18% active;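 active = superoxide response under a set limit, about three screen SD below normal, cut at about 65% in these data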;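 note: yeast aged for seven days with compound at 30 °C before DHE staining; 100% = average MFI of all compound-treated wells on the plate with controls excluded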
CIT2-GFP yeast: modulators of CIT2-GFP expression in yeast, primary screen, S. cerevisiae, GFP fusion, multiplex flow cytometry, MLPCN library. 320,000 tested, 0.065% active. S. cerevisiae CIT2-GFP strain, 3 h; 100 means same as DMSO wells. GFP response vs DMSO, % at 10 µM;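 active = GFP response relative to DMSO above a set limit, near the screen mean plus 3 SD, cut at about 150% in these data; inconclusive = Fewer than 70 cells measured for a yeast strain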;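 note: ratio of well median GFP fluorescence to mean of DMSO wells on the plate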
AGP1 TOR yeast: modulators of AGP1-GFP expression in yeast TOR pathway, primary screen, cell-based, multiplex flow cytometry, S. cerevisiae, MLPCN library; 3 h; GFP as percent of DMSO wells; GFP response vs DMSO, % at 10 µM; 320,000 tested, 0.02% active;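 active = GFP response relative to DMSO above a set limit, near screen average plus 3 SD, cut at about 150% in these data; inconclusive = fewer than 70 cells counted for the yeast strain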;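 note: median GFP channel fluorescence of the gated AGP1 strain per well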
RPL19A-GFP yeast: RPL19A-GFP expression modulators in yeast, primary screen, cell-based, S. cerevisiae, multiplex flow cytometry, MLPCN; 330,000 tested, 0.3% active; percent response vs DMSO, % at 10 µM; S. cerevisiae RPL19A-GFP strain, 3 h; active compounds read low;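 active = percent response vs DMSO below 50%; inconclusive = fewer than 70 events counted for the yeast strain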;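 note: median channel GFP fluorescence of the barcoded RPL19A-GFP strain; ratio of sample median GFP to plate DMSO average so 100% = DMSO; lower means less RPL19A-GFP as with rapamycin TOR inhibition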
VLA-4 inh: inhibition in human VLA-4 binding assay, primary screen, VLA-4 allosteric modulator project, MLPCN library, flow cytometry, VLA-4 expressing cells; Integrin alpha-4 (Homo sapiens), P13612; ligand binding flow cytometry; inhibition, % (about 7 µM as worked out from the volumes in the protocol); 330,000 tested, 0.2% active; in the data active = inhibition above about 50%
Target sequence (P13612 whole entry, looked up): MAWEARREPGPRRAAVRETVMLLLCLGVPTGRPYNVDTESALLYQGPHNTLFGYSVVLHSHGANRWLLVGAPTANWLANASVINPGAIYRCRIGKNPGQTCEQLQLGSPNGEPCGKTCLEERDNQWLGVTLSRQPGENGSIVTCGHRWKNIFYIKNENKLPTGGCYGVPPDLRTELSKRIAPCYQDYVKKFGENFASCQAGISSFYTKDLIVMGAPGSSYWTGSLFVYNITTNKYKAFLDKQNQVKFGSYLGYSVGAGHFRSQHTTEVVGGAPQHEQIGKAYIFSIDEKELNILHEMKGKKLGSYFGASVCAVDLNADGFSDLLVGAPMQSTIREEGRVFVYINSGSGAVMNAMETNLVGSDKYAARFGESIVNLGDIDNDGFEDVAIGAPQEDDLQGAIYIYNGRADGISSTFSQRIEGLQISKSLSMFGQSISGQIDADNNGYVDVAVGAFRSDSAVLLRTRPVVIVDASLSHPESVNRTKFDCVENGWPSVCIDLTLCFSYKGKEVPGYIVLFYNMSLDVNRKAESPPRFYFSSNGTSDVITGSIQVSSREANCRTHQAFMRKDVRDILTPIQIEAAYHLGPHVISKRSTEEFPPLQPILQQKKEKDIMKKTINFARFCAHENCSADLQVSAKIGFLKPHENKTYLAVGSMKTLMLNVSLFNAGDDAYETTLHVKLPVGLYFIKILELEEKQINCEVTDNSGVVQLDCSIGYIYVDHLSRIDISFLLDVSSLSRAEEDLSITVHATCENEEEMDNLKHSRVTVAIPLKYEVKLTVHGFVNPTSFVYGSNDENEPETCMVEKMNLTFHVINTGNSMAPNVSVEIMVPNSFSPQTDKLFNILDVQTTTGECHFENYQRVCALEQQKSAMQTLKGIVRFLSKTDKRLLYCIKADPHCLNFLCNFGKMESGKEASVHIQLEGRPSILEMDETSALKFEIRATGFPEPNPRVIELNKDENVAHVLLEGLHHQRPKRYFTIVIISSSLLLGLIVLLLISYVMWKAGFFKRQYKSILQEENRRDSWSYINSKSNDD
MEP2 TOR yeast: modulators of MEP2-GFP levels in yeast, primary screen, S. cerevisiae, multiplex flow cytometry, MLPCN library | S. cerevisiae MEP2-GFP strain, 3 h; 100% = DMSO control level | GFP response vs DMSO, % at 10 µM | 330,000 tested, 0.51% active | AID 2016, 2009;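 active = GFP response versus DMSO above a set limit, roughly screen mean plus 3 SD, cut at about 180% in these data; inconclusive = fewer than 70 cells counted for a yeast strain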;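 note: median GFP fluorescence of the barcode-gated MEP2-GFP cells per well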
GRK2 aptamer HTS: compounds blocking aptamer binding on GRK2 – biochemical, human GRK2, bead flow cytometry, HTS, primary screen. Beta-adrenergic receptor kinase 1 (Homo sapiens), P25098. FAM-aptamer displacement from GRK2. inhibition of aptamer binding, % at 10 µM. 330,000 tested, 0.59% active. AID 488847, 2010;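 active = inhibition of aptamer binding above 40%, roughly 3 SD of noise, on plates passing a quality check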;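 note: median bead fluorescence of bound FAM aptamer so fluorescent compounds give negative values; no value below 0 was filed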
An asterisk follows results filed as active; ? = inconclusive; · = no result given; [ ] = remark or other dose. Rows were taken by chance. About 1.7% of those tested had a hit in this group.

SMILES	LAP4-GFP MLPCN	Yeast superoxide	CIT2-GFP yeast	AGP1 TOR yeast	RPL19A-GFP yeast	VLA-4 inh	MEP2 TOR yeast	GRK2 aptamer HTS
C=CCOC(=O)C1=C(C)OC(N)=C(C#N)C1c1ccoc1 (stereo not drawn)	89	105	110	93	93	-5	89	2
ClC(Cl)c1nnc(-c2ccccc2)c(-c2c[nH]c3ccccc23)n1	103	107	109	110	115	-6	115	5
NC(=O)C1CCN(C(=O)CSc2ccccn2)CC1	100	91	102	104	99	31	101	1
O=C(CN(C(=O)Cn1nnc(-c2ccc(F)cc2)n1)c1ccc(F)cc1)NC1CCCC1	89	111	94	96	99	18	104	1
O=C(NC1CCN(C(=S)NCc2ccco2)CC1)C1CCCCC1	89	84	86	92	95	3	93	3
O=C(CNC(=O)c1ccccc1)NCc1ccc(Cl)cc1	92	92	92	100	98	37	100	0
Cc1ccc(/C=C/S(=O)(=O)NCC(=O)OCC(=O)N2CC(=O)Nc3ccccc32)cc1	99	100	110	107	95	22	94	3
Cc1nc2cc3nc(C)sc3cc2s1	105	112	100	111	108	1	104	0
COc1ccc(S(=O)(=O)n2nc(OC(=O)C3CCCCC3)cc2N)cc1	81	90	95	90	91	0	92	3
O=C(NC1CCCC1)C(c1ccc(N2CCOCC2)cc1)N(C(=O)c1ccco1)c1ccccc1F (stereo not drawn)	91	106	80	90	90	3	92	1
O=C(NN1C(=O)c2ccccc2NC1c1ccoc1)c1ccc([N+](=O)[O-])cc1 (stereo not drawn)	103	125	88	94	95	23	89	3
CCCn1c(O)c(N=NC(=O)CNC(=O)c2ccncc2)c2ccccc21	104	105	87	105	87	12	97	3
CCOC(=O)C(=CNc1ccccc1N1CCOCC1)C(=O)OCC	·	99	·	·	108	6	111	0
O=C1COc2ccc3ccccc3c21	97	118	107	101	104	5	109	0
O=C1CS/C(=N/N=C/c2ccccc2)N1c1ccc(O)cc1	92	105	103	96	102	8	105	1
COC(=O)c1ccc(C(=O)OC)c(NC(=O)COC(=O)C2CCCCC2)c1	101	90	108	101	103	-22	104	3
N#C/C(=C\c1cn[nH]c1-c1ccc(Cl)cc1)C(=O)NC1CC1	104	120	99	102	102	-11	121	3
COc1cccc(OCC(=O)NNC(=O)C(=O)Nc2cccc(C)c2)c1	99	100	109	100	110	12	117	0
Cc1ccc(C(=O)Nc2nc3ccccc3n3nnnc23)cc1	96	120	95	93	97	-2	94	2
CCCCOC(=O)Nc1ccc(C(=O)OCCC)cc1	111	87	101	99	101	20	123	0
CC(=O)N/C(=C\c1ccccc1)C(=O)OCC(=O)Nc1cc(S(=O)(=O)N(C)C)ccc1C	106	99	101	106	100	-2	104	1
O=C(N/N=C/c1cccnc1)c1ccccc1OCc1cccc(Br)c1	108	99	96	91	98	-7	100	3
CCCOC(=O)N[C@@H]1C(=O)N2C(C(=O)OCCC)=C(C)CS[C@H]12	103	98	69	77	96	18	96	2
Cc1nnc2c(NC3CCCCC3)nc3ccccc3n12	99	103	103	107	100	4	108	0
Cc1ccccc1N1C(=O)c2cc(S(N)(=O)=O)c(Cl)cc2NC1C (stereo not drawn)	102	108	74	82	98	-3	99	3
SMILES	LAP4-GFP MLPCN	Yeast superoxide	CIT2-GFP yeast	AGP1 TOR yeast	RPL19A-GFP yeast	VLA-4 inh	MEP2 TOR yeast	GRK2 aptamer HTS
O=C(Nc1ccccc1C(=O)Nc1nncs1)c1ccccc1	104	90	104	106	98	-3	98	1
N/C(=N\OC(=O)COc1ccc2ccccc2c1)c1ccccn1	115	115	97	91	95	14	100	3
Cc1ccc(NC(=O)c2onc(C)c2Cl)cc1	97	95	113	106	99	-9	106	0
COc1ccc(CCNC(=O)C2CCCN(S(=O)(=O)c3ccc(F)cc3)C2)cc1 (stereo not drawn)	97	106	92	92	93	1	97	0
O=c1oc(C2(O)CCCCC2)cc2ccc(Br)cc12	113	114	79	91	92	0	86	1
COc1cc(CCC(=O)OCC(=O)N2CC(=O)Nc3ccccc32)cc(OC)c1OC	?	108	?	90[may fluoresce red and violet]	?	5	?	4
N#Cc1c(-c2ccccc2)cc(-c2ccc3c(c2)OCO3)[nH]c1=O	94	93	105	97	97	7	99	0
CC(=O)n1cc(N(C(=O)CCl)c2ccc(Cl)cc2)c2ccccc21	121	83	93	121	98	14	101	3
CCOC(=O)N1N=C(C)CC1(O)c1ccccc1 (stereo not drawn)	96	101	110	104	99	-15	110	4
Cc1ccc2nc(NC(=O)C3CCN(S(=O)(=O)c4cccc5nsnc45)CC3)sc2c1	104	107	91	92	100	-14	100	0
CC(=O)NC(Cc1ccc(C)cc1)C(=O)NC1CCN(c2ncccc2[N+](=O)[O-])CC1 (stereo not drawn)	92	93	103	102	101	16	103	1
O=S(=O)(O)c1ccc(SCc2ccccc2)nc1	109	90	91	103	92	-3	92	3
CCCc1nnc(NC(=O)CCC(=O)NC2CCCc3ccccc32)s1 (stereo not drawn)	84	97	93	95	97	4	98	1
COc1ccc(NC(=O)C2CCN(S(=O)(=O)c3ccc4c(c3)CC(C)N4C(C)=O)CC2)c(OC)c1 (stereo not drawn)	112	105	109	101	95	22	101	2
CC1(C)CC(=O)c2sc(NC(=O)C3CC3)nc2C1	103	101	99	102	96	-6	101	0
Cc1cn2c(-c3ccc(Cl)cc3)nnc2s1	103	106	101	103	99	-13	107	2
O=C(CCc1ccccc1)NNC(=S)NCCc1ccccc1	95	96	98	98	101	5	96	3
COc1cc(CCCN2C(=S)NC[C@@H]2CCCCN)cc(OC)c1OC	94	98	100	102	98	30	97	0
O=C(CNC(=O)c1ccc(N2C(=O)c3ccccc3C2=O)cc1)OCC(=O)c1ccccc1	93	87	106	105	106	-8	100	2
COCCN(C(=O)c1ccc(-c2ccc(Cl)cc2)o1)c1c(N)n(CC(C)C)c(=O)[nH]c1=O	98	88	97	100	100	25	93	1
CN1C(=O)OC(C)(C)C1=O	104	109	78	88	101	49	103	5
COc1cc(C(=O)NCc2ccc(F)cc2)cc(Cl)c1OC	105	113	105	114	107	-3	110	1
COc1ccc(C(=O)CCC(=O)N2CCN(c3ccc(C)cc3)C(C)C2)cc1 (stereo not drawn)	106	94	103	94	96	-3	98	0
Cc1ccc(NC(=O)[C@H](NC(=O)[C@@H]2Cc3ccccc3CN2)c2ccccc2)cc1C	84	100	101	93	103	10	107	0
CC12CN3CC(C)(CN(C1)C3c1ccc(Cl)cc1Cl)C2=O (stereo not drawn)	100	92	94	98	99	-2	102	3

In the list so far, 3 have two or more sulfur atoms:
SMILES	LAP4-GFP MLPCN	Yeast superoxide	CIT2-GFP yeast	AGP1 TOR yeast	RPL19A-GFP yeast	VLA-4 inh	MEP2 TOR yeast	GRK2 aptamer HTS
Cc1nc2cc3nc(C)sc3cc2s1	105	112	100	111	108	1	104	0
Cc1ccc2nc(NC(=O)C3CCN(S(=O)(=O)c4cccc5nsnc45)CC3)sc2c1	104	107	91	92	100	-14	100	0
O=S(=O)(O)c1ccc(SCc2ccccc2)nc1	109	90	91	103	92	-3	92	3

(further entries)
SMILES	LAP4-GFP MLPCN	Yeast superoxide	CIT2-GFP yeast	AGP1 TOR yeast	RPL19A-GFP yeast	VLA-4 inh	MEP2 TOR yeast	GRK2 aptamer HTS
N#CCCCSc1nnnn1-c1cccc(Cl)c1	98	110	99	100	102	10	108	0
O=C(Nc1ccc2c(c1)OCO2)c1cc(-c2cccnc2)nc2ccccc12	?	108	84[may fluoresce red]	82[may fluoresce red]	?	-3	75[may fluoresce red]	0
Cc1ccccc1NC(=O)COc1ccc2oc(=O)cc(C)c2c1	96	98	102	100	105	-4	106	2
O=C(NC(Cc1ccccc1)C(=O)O)/C(=C/c1ccc([N+](=O)[O-])cc1)NC(=O)c1ccco1 (stereo not drawn)	101	85	93	87	101	-4	106	2
Cc1ccc(NC(=S)N2C3CCCC2CC(NC(=O)C2CC2)C3)cc1C (stereo not drawn)	94	100	106	102	104	6	102	4
O=C(CCS(=O)(=O)c1ccc(Br)cc1)NCCc1ccc(Cl)cc1	100	99	104	103	106	-4	104	49*
CC(=O)Nc1ccc(N/C(N)=N/c2nc(C)cc(C)n2)cc1	120	100	111	113	109	3	106	0
CN(CC(=O)NCC1COc2ccccc2O1)S(=O)(=O)c1ccc(Cl)cc1 (stereo not drawn)	105	77	96	106	93	7	100	0
Fc1ccc(NC(=S)Nc2cccnc2)cc1	97	98	98	98	95	10	90	3
COc1ccc(C(CNC(=O)c2cc3c(s2)CCC(C)C3)N2CCCC2)cc1 (stereo not drawn)	96	102	89	94	91	10	96	0
C/C(=N\NC(=O)C1COc2ccccc2O1)c1ccc(C)o1 (stereo not drawn)	111	104	99	99	98	17	100	1
Cc1ccc(C)c(N(Cc2ccccc2F)S(C)(=O)=O)c1	99	114	91	101	99	10	98	2
O=C(N[C@@H](Cc1ccccc1)C(=O)NC1CCCCCC1)c1ccco1	88	100	115	109	103	6	106	2
Cc1ccc(S(=O)(=O)N2CCC(C(=O)OCc3c(C)noc3C)CC2)cc1C	110	90	103	106	106	-3	108	2
Cc1cc(C)nc(SCC(=O)NC2CCCC2)n1	110	115	109	104	104	-7	104	0
Cc1cccn2c(=O)nc(SCC(=O)NCc3ccccc3Cl)nc12	102	99	109	114	107	13	104	1
CC(C)(C)NC(=O)CSc1nc(N)c(NC(=O)c2ccccc2F)c(=O)[nH]1	93	109	96	99	105	3	103	1
COc1ccc(/C=N/NC(=S)NC2CCS(=O)(=O)C2)cc1OC (stereo not drawn)	91	106	98	101	104	15	107	3
CC(C)(C)C(=O)Nc1ccccc1C(=O)OCC(=O)c1ccc2c(c1)OCCO2	92	116	94	96	100	16	103	0
COC(=O)c1cc(OC)c(OC)cc1NC(=O)Cn1nnc(-c2ccccc2Cl)n1	97[may fluoresce violet]	101	?	31[may fluoresce violet]	84[may fluoresce violet]	9	112[may fluoresce violet]	0
COc1cccc(OC)c1C(=O)NN1CCCCC1	98	84	95	100	104	5	104	2
O=C(CCc1ccccc1)NCCCNC(=O)CCc1ccccc1	96	121	95	89	93	10	98	0
COc1cccc(OC)c1-c1nn2c(-c3ccco3)nnc2s1	105	107	100	94	100	0	100	3
O=C(Nc1cc(F)ccc1F)C1CCCN1S(=O)(=O)c1cccc2nsnc12 (stereo not drawn)	97	92	110	101	98	10	108	0
NC(=O)NC(=O)CSc1nc(-c2ccccc2)c(-c2ccccc2)n1CC1CCCO1 (stereo not drawn)	96	115	106	100	100	-7	98	0
SMILES	LAP4-GFP MLPCN	Yeast superoxide	CIT2-GFP yeast	AGP1 TOR yeast	RPL19A-GFP yeast	VLA-4 inh	MEP2 TOR yeast	GRK2 aptamer HTS
O=C(Nc1ccc([N+](=O)[O-])cc1)c1cccc(S(=O)(=O)Nc2ccccn2)c1	102	102	106	104	99	-11	104	0
Cc1ccc(OCc2cc(C(=O)N(C)CC3CCOCC3)no2)cc1C	98	101	85	91	90	-8	82	3
Cc1cccc(N2C(=O)CSC2c2cccnc2)c1 (stereo not drawn)	91	81	94	95	95	14	98	1
O=C(O)Cc1c(C(=O)O)[nH]c2ccc(C(=O)O)cc12	102	96	104	105	100	-6	102	0
CN(C)S(=O)(=O)Nc1cccc(NC(=O)CC23CC4CC(CC(C4)C2)C3)c1	106	80	110	106	99	5	107	0
C=CCn1c(CCNC(=O)c2ccccc2F)nnc1SCC(=O)Nc1ccc(OC)cc1	107	100	112	106	104	-11	104	0
O=C(NCc1ccccc1F)C1CCCN1C(=O)Nc1cccc(F)c1 (stereo not drawn)	106	93	97	99	100	14	103	3
